From PubChem
All columns: NCI-60 one-dose screen, growth in % after 48 h at 10 µM unless noted; 100 = growth as untreated, 0 = no growth, -100 = all killed.
NCI/ADR-RES = NCI/ADR-RES ovarian cells; hit rate 4.4% among 81,000
NCI-H460 = NCI-H460 lung cancer; hit rate 6.8% among 82,000; AID 1794736
HCT-116 = HCT-116 colon cancer; hit rate 7.3% among 82,000
HCT-15 = HCT-15 colon cancer; hit rate 5.2% among 82,000
COLO 205 = COLO 205 colon cancer; hit rate 7.3% among 79,000
NCI-H522 = NCI-H522 lung cancer | hit rate 8% among 78,000
NCI-H23 = NCI-H23 lung cancer; hit rate 4% among 80,000
NCI-H322M = NCI-H322M lung cancer | hit rate 2.7% among 80,000
NCI-H226 = NCI-H226 lung cancer; hit rate 3.5% among 79,000; AID 1794732
An asterisk follows results filed as active; x = no result given. Rule for the calls: active = growth percent below 10; inactive = the rest.

SMILES	NCI/ADR-RES	NCI-H460	HCT-116	HCT-15	COLO 205	NCI-H522	NCI-H23	NCI-H322M	NCI-H226
COc1ccc(COc2ccc(/C=C3\C(=O)Nc4cc(Cl)ccc43)cc2OC)cc1	100	79	89	100	111	88	98	97	93
COc1cccc(Oc2nccc(-c3cn(CC(N)=O)nc3-c3cc(C)cc(OC)c3)n2)c1	93	108	95	98	104	101	97	99	96
CCOC(=O)c1cc(C(=O)c2cc(OC)c(OC)c(OC)c2)n2c(-c3ccccn3)cccc12	95	99	97	97	112	87	97	102	92
O=C(O[C@H]1CO[C@H]2[C@@H]1OC[C@@H]2Oc1ccc(Nc2ncnc3ccsc23)cc1Cl)c1ccccc1	98	101	93	101	110	81	105	94	83
COc1cc2c(cc1OC)C(O)=CC(=O)C2=O	101	x	111	98	109	93	90	x	108
O=C1CS/C(=N/c2nnc(-c3ccc(O)cc3)s2)N1	99	107	100	101	98	89	90	110	105
C=CC(=O)Nc1cccc(C)c1Nc1cc(-c2cccnc2Cc2c(C)c(OC)cc(OC)c2C)ncn1	35	4.5*	16	42	x	-17*	54	51	46
COc1ccc(C2=N[C@@H](C)C(=O)c3c(nc4ccccn34)N2)cc1	96	105	96	85	97	87	94	80	87
Cc1[nH]c2ccccc2c1C1Cc2ccccc2N1C(=O)c1ccccc1 (stereo unspecified)	95	100	82	100	96	35	97	98	84
CC1=NN(c2nc(-c3c(O)cc(C)oc3=O)cs2)C(=O)/C1=C\c1ccc(C)cc1	100	109	102	102	101	99	94	x	101
CC[C@H](CC[C@@H](C)[C@H]1CC[C@H]2[C@@H]3CC=C4C/C(=N/OCCC#N)CC[C@]4(C)[C@H]3CC[C@]12C)C(C)C	100	106	103	99	97	91	96	95	94
O=C(CSc1nc2ccccc2[nH]1)c1ccc(N2CCOCC2)cc1	92	104	94	99	117	102	93	99	98
CC(=O)Nc1ccc(-c2nc(-c3cccc(OCCN4CCOCC4)c3)c(-c3ccnc(Br)c3)[nH]2)cc1	101	101	89	100	113	81	91	96	93
COc1ccc(-c2nc(-c3ccccc3)c(-c3ccccc3)n2-c2ccc(S(=O)(=O)Nc3ncccn3)cc2)cc1	83	60	65	52	120	83	51	80	43
COP(=O)(OC)/C(=C\c1cn(C(c2ccccc2)(c2ccccc2)c2ccccc2)cn1)NC(C)=O	96	92	93	102	105	78	98	103	89
Nc1ccc(S(=O)(=O)c2ccc([N+](=O)[O-])cc2)cc1	103	107	109	94	121	89	103	101	107
COc1cc(CNC(=O)C2CSC3c4ccccc4C(=O)N23)cc(OC)c1OC (stereo unspecified)	95	x	93	108	x	83	100	107	98
CCOC(=O)c1c(NCC(=O)Nc2cccc([N+](=O)[O-])c2)sc2c1CCCC2	-37*	-52*	-21*	-42*	-56*	-67*	-71*	-29*	-58*
COc1ccc(/C=N/NC(=O)c2c(Nc3ccccc3)nn(CC(O)c3ccccc3)c2N)cc1OC (stereo unspecified)	98	104	105	99	116	91	98	97	93
CN(C)N=Nc1ccc2c(cnn2C(=O)Nc2ccc(Cc3ccccc3)cc2)c1	83	39	59	53	x	52	74	77	74
Cc1[nH]c(-c2nc3ccccc3[nH]2)c(C)c1C(=O)NCC(F)(F)F	107	108	103	103	x	91	102	102	109
O=C1CN(/N=C\c2ccc([N+](=O)[O-])o2)C(=O)N1	95	112	91	101	100	97	98	97	106
O=C(NC(Cc1c[nH]c2ccccc12)C(=O)NCc1ccc2c(c1)OCO2)c1cccs1 (stereo unspecified)	104	105	106	91	x	75	103	98	96
Cc1ccc(C2(C)OCCCO2)cc1	97	110	106	103	109	90	106	90	106
Cc1nc(N)[nH]c(=O)c1CCCCc1ccccc1	108	108	102	115	104	99	97	94	113
COc1cc(C(C)c2ccc3c(ccn3C)c2)cc(OC)c1OC (stereo unspecified)	13	2.9*	5.4*	16	-57*	11	29	43	67
Clc1cccc(Nc2ncnc3ccc(-c4cncc(-c5nn[nH]n5)c4)cc23)c1	100	103	92	100	103	90	96	97	97
CC(=O)Cn1cnc2sc(C(N)=O)c(C)c2c1=O	108	137	108	109	x	124	111	117	154
CC1=C(C)C(=O)C(N2CCCC(C)C2)=CC1=O (stereo unspecified)	99	120	101	107	104	95	89	101	92
CCCSc1nnc(Nc2cccc(C)c2)s1	99	107	91	108	88	82	99	107	94
N#Cc1ccc(N2Cc3cc(Cl)ccc3OC3=C2C(=O)N(Cc2ccc(F)cc2)C3=O)cc1	10	24	-90*	-55*	-74*	-63*	3.6*	96	93
O=C(CSc1nnc(-c2ccc(-c3nc4ccccc4[nH]3)cc2)o1)Nc1ccc(C(=O)/C=C/c2ccccc2)cc1	109	115	100	103	116	93	107	104	104
Cn1c(=O)[nH]c2nc(SCC(=O)Nc3ccc(C(=O)/C=C/c4ccccc4Cl)cc3)[nH]c2c1=O	106	106	109	101	x	95	101	98	94
Cc1cc(C(C)(C)CC(C)(C)C)ccc1OCCOCC[N+](C)(C)Cc1ccccc1	103	-72*	-97*	95	-82*	-50*	-20*	21	-18*
Cc1nc2sc(-c3ccc(CN4CCN(C)CC4)cc3)nn2c(=O)c1Cl	102	105	102	98	92	95	105	101	89
COc1ccc(C2(c3ccc(OC)cc3)c3ccccc3C(=O)c3ccccc32)cc1	94	98	86	94	95	88	92	100	91
COc1ccccc1/C=C1\Oc2cc3occc3c(OC)c2C1=O	95	90	91	90	112	81	88	101	117
CCCC(C#N)(C1=CCCCC1)c1ccccc1 (stereo unspecified)	117	102	106	100	100	83	110	114	108
Nc1ccc2c(c1)Cc1cc(NC(=O)C(F)(F)F)ccc1-2	104	98	108	96	109	90	96	96	94
Cc1cc(-c2ccccc2)n[nH]1	94	105	104	107	104	112	108	95	100
COc1ccc2c(O)c(/C=C3\N=Nc4ncccc43)oc2c1C[C@@H]1CCNC[C@H]1F	1.4*	-51*	-60*	-1.3*	-72*	-28*	-33*	3.9*	-4.4*
NS(=O)(=O)c1ccc(NCc2nc(NC(=O)c3ccncc3)c3ccccc3n2)cc1	103	96	98	94	102	x	x	99	89
CC(=O)Nc1cc([N+](=O)[O-])cc([N+](=O)[O-])c1O	103	103	92	105	96	106	102	105	97
Ic1ccccc1-c1ccccc1	110	100	111	112	96	95	102	114	106
C=C(C)[C@@H]1CC[C@]2(C(=O)O)CC[C@]3(C)[C@H](CC[C@@H]4[C@@]5(C)C[C@@H](CC#Cc6ccc(Cl)cc6)C(=O)C(C)(C)[C@@H]5CC[C@]43C)[C@@H]12	72	35	22	45	54	13	28	56	40
O=C1CSC(=S)N1c1ccc(Cl)cc1	96	101	99	112	109	108	98	111	99
O=C(O)CCCN1CCN([C@H](c2ccccc2)c2ccc(Cl)cc2)CC1	101	117	101	107	94	97	103	90	98
COc1cc(OC)c(C(C)=O)cc1OC	100	105	102	102	105	99	102	96	90
Cc1nc2ccc(Cl)cn2c1-c1nnc(SCc2c(F)c(F)c(F)c(F)c2F)o1	90	96	98	94	103	95	88	89	95
Cc1[nH]nc2c1C(c1cc(=O)oc3c1ccc1ccccc13)C(C#N)=C(N)O2 (stereo unspecified)	103	100	79	90	115	78	94	96	86
Clc1ncnc2[nH]ccc12	115	111	110	94	116	106	88	126	111
COc1cc(C(O)C2C(=O)OCC2C2(c3ccc4c(c3)OCO4)SCCCS2)cc(OC)c1OC (stereo unspecified)	89	107	92	97	94	86	94	104	100
CCCC(=O)NC(c1cccnc1)c1cc(Cl)c2cccnc2c1O (stereo unspecified)	10	25	29	18	31	17	45	47	49
O=C(O)CCCc1cn(Cc2cn(CC(=O)Nc3cc(Cl)c(Cl)cc3Cl)nn2)c2ccccc12	107	106	90	106	101	89	101	103	97
Cc1cc(O)cc(C)c1N	102	108	98	98	106	92	96	x	102
CN(C)/N=C/c1ccccc1O	115	100	95	100	112	96	113	90	99
COc1ccc(CCNCCCOc2cc3c(Nc4ccc(S(=O)(=O)Nc5cc(C)on5)cc4)ncnc3cc2OC)cc1OC	105	103	104	104	108	89	107	103	98
Nc1c(C(=O)Nc2ccccn2)sc2nc3c(cc12)CCCCCC3	19	6.4*	7.2*	20	8.7*	6.5*	41	33	42
Cc1nn2c(-c3nc4ccc(F)cc4[nH]3)c(-c3ccccc3)nc2s1	103	109	102	102	114	99	99	115	107
CCCCCCCCCCCCCCNCc1ccccc1	80	77	87	46	-41*	76	76	106	60

Arranged by length of the SMILES (highest first): part of the list above
SMILES	NCI/ADR-RES	NCI-H460	HCT-116	HCT-15	COLO 205	NCI-H522	NCI-H23	NCI-H322M	NCI-H226
C=C(C)[C@@H]1CC[C@]2(C(=O)O)CC[C@]3(C)[C@H](CC[C@@H]4[C@@]5(C)C[C@@H](CC#Cc6ccc(Cl)cc6)C(=O)C(C)(C)[C@@H]5CC[C@]43C)[C@@H]12	72	35	22	45	54	13	28	56	40
COc1ccc(CCNCCCOc2cc3c(Nc4ccc(S(=O)(=O)Nc5cc(C)on5)cc4)ncnc3cc2OC)cc1OC	105	103	104	104	108	89	107	103	98
COc1cc(C(O)C2C(=O)OCC2C2(c3ccc4c(c3)OCO4)SCCCS2)cc(OC)c1OC (stereo unspecified)	89	107	92	97	94	86	94	104	100
COc1ccc2c(O)c(/C=C3\N=Nc4ncccc43)oc2c1C[C@@H]1CCNC[C@H]1F	1.4*	-51*	-60*	-1.3*	-72*	-28*	-33*	3.9*	-4.4*
NS(=O)(=O)c1ccc(NCc2nc(NC(=O)c3ccncc3)c3ccccc3n2)cc1	103	96	98	94	102	x	x	99	89
Cc1nc2ccc(Cl)cn2c1-c1nnc(SCc2c(F)c(F)c(F)c(F)c2F)o1	90	96	98	94	103	95	88	89	95
Cc1nn2c(-c3nc4ccc(F)cc4[nH]3)c(-c3ccccc3)nc2s1	103	109	102	102	114	99	99	115	107
CC(=O)Nc1cc([N+](=O)[O-])cc([N+](=O)[O-])c1O	103	103	92	105	96	106	102	105	97
Nc1c(C(=O)Nc2ccccn2)sc2nc3c(cc12)CCCCCC3	19	6.4*	7.2*	20	8.7*	6.5*	41	33	42
CCCC(=O)NC(c1cccnc1)c1cc(Cl)c2cccnc2c1O (stereo unspecified)	10	25	29	18	31	17	45	47	49
CCCCCCCCCCCCCCNCc1ccccc1	80	77	87	46	-41*	76	76	106	60
CN(C)/N=C/c1ccccc1O	115	100	95	100	112	96	113	90	99
Ic1ccccc1-c1ccccc1	110	100	111	112	96	95	102	114	106
Cc1cc(O)cc(C)c1N	102	108	98	98	106	92	96	x	102

(list continues)
SMILES	NCI/ADR-RES	NCI-H460	HCT-116	HCT-15	COLO 205	NCI-H522	NCI-H23	NCI-H322M	NCI-H226
CC(=O)O[C@H]1CC[C@H]2[C@@H]3CC[C@H]4OC(=O)CC[C@@H]4[C@H]3CC[C@]12C	108	106	107	103	120	81	105	98	113
Cn1c(=O)c2c(ncn2CCn2cc(COc3nc(OCc4cn(CCn5cnc6c5c(=O)n(C)c(=O)n6C)nn4)nc(OCc4cn(CCn5cnc6c5c(=O)n(C)c(=O)n6C)nn4)n3)nn2)n(C)c1=O	116	103	101	101	115	104	107	107	96
N=C1CCCS1	97	107	110	105	112	94	98	92	108
O=[N+]([O-])c1ccc2[nH]c3nc4ccccc4nc3c2c1	98	x	109	99	120	96	99	97	93
Nc1ccc(CCc2ccc(N)cc2)cc1	109	108	104	101	110	92	107	98	146
COc1ccccc1NC(=O)CSc1n[nH]c(-c2ccncc2)n1	89	95	81	86	x	70	96	94	98
O=C(c1ccc(O)c(O)c1)c1c(O)cc(O)cc1O	112	107	118	99	92	94	103	108	94
CCOC(=O)n1c(O)c(N=NC(=O)c2ccc(S(N)(=O)=O)cc2)c2ccccc21	107	106	100	102	100	97	102	105	95
COc1nc(-c2cccnc2)nc2c1sc(=S)n2-c1ccccc1	101	99	61	54	102	74	85	x	99
CCCCCCCCn1ccc2cc(NC(=O)CN3CCN(c4cc(C)nc(N5CCCCC5)n4)CC3)ccc21	80	83	61	54	87	91	87	105	93
CC(C)OC(=O)NNC(=O)c1ccncc1	109	106	98	101	110	89	105	92	107
CN1C(=O)/C(=C/c2ccc(C(=O)Nc3ncc(Cc4ccc(Cl)cc4Cl)s3)cc2)SC1=S	-12*	46	30	26	28	19	43	47	52
O=[N+]([O-])c1cccc(OCCOc2ccccc2)c1	103	115	104	103	111	x	105	112	101
Cc1c2c(nn1C(=O)c1nn(-c3ccc(Cl)cc3)cc1O)-c1ccccc1CC2	6.0*	9.5*	7.1*	25	-4.5*	-8.0*	17	x	22

Reformatted with two lines to a compound: part of the list above.
Every second line gives: NCI/ADR-RES | NCI-H460 | HCT-116 | HCT-15 | COLO 205 | NCI-H522 | NCI-H23 | NCI-H322M | NCI-H226
> O=[N+]([O-])c1cccc(OCCOc2ccccc2)c1
 : 103 | 115 | 104 | 103 | 111 | x | 105 | 112 | 101
> Cc1c2c(nn1C(=O)c1nn(-c3ccc(Cl)cc3)cc1O)-c1ccccc1CC2
 : 6.0* | 9.5* | 7.1* | 25 | -4.5* | -8.0* | 17 | x | 22
